# TAG inh – inhibitors of triacylglycerol accumulation, primary screen, cell-based, uHTS, fluorescence, H9c2. H9c2 cells, Nile Red lipid (TAG) fluorescence; cells loaded with 200 µM oleic acid. inhibition, % at 12.5 µM. actives 0.66% (n = 230,000). AID 651582, 2012;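 active = pattern-corrected inhibition of lipid staining of at least 50% with the nuclear-stain viability signal not falling by more than 50%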;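 note: 0% = DMSO wells and 100% = triacsin C control wells; some results filed as inactive read as strong as hits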
# TAG inh DAPI viability – further read-out of TAG inh, marked with its call; DAPI nuclei signal change (viability), lower = more cytotoxic, %;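 whole-well DAPI fluorescence read on a plate reader as a viability signal; minus 50 percent equals half of cells still viable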
# * hit, by the source's call.
# Order of results – TAG inh DAPI viability, TAG inh
CCSc1nnc(Cc2cc(=O)[nH]c(=O)[nH]2)n1-c1cccc(C)c1
→ -7, -3
Cc1cc(F)ccc1NC(=O)c1cc(S(=O)(=O)N2CCCC2)cn1C
→ -2, 4
Cc1ccccc1NS(=O)(=O)c1ccc2c(c1)CCC(=O)N2
→ 3, 4
O=C(CSc1nc(C(F)(F)F)cc(=O)[nH]1)N1CCCCCC1
→ -3, -25
Cn1ncc(N=Cc2ccccc2)c1C(=O)Nc1cccc(Cl)c1
→ 3, 8
Cc1ccc(NC(=O)CSC2=Nc3ccccc3C3CC=NN23)c(C)c1 (stereo unspecified)
→ 12, 9
COC(=O)Cc1ccc(O)c(N)c1
→ 4, 7
O=C(Nc1nnc(-c2cccnc2)s1)c1cccs1
→ 5, 1
COc1ccccc1C(c1nnnn1CCc1ccccc1)N1CCN(c2ccccc2)CC1 (stereo unspecified)
→ -2, -1
NC(=O)CC(NC(=O)c1ccccc1)c1ccc(N2CCCCCC2)c([N+](=O)[O-])c1 (stereo unspecified)
→ -12, -15
Cc1cn(CC(=O)c2ccccc2)c2ccccc12
→ -8, -19
CCN1CCN(CC(O)COCC2COc3ccccc3O2)CC1 (stereo unspecified)
→ -7, 13
CCOC(=O)c1c(C)nc2sc3c(=O)n(-c4ccc(OC)cc4)nnc3c2c1-c1ccc(OC)cc1
→ -2, -16
NC(=O)c1c(NC(=O)c2ccccc2Cl)sc2c1CCC2
→ 6, 7
COc1ccc(Cl)cc1CC=NNC(=O)c1ccncc1
→ -4, -18
COc1cc(NC(=O)C2CC(=O)N(Cc3ccco3)C2)c(OC)cc1Cl (stereo unspecified)
→ -5, 1
O=C(CSCc1ccc(Cl)cc1)N/N=C/c1ccccc1
→ 22, -5
COc1cccc(C(=O)CSc2nnc(CNS(C)(=O)=O)n2-c2ccc(C)cc2)c1
→ 3, -2
CC(=O)c1ccc(NC(=O)C(C)OC(=O)C2CC(=O)N(c3ccc4c(c3)OCCO4)C2)cc1 (stereo unspecified)
→ 10, -7
Cn1c(-c2ccc(C(=O)c3ccccc3)s2)nc2ccccc21
→ 2, 7
Cc1nc(N=Nc2ccc(O)cc2)n[nH]1
→ 2, 3
Cn1c(=O)c(N)c2c3c(c(Br)ccc31)C(=O)c1ccccc1-2
→ -19, -22
O=C(c1ccc(Br)cc1)N1CCCc2ccccc21
→ -2, 7
Cc1ccc(C(OCC(C)(C)C[N+](C)(C)C)c2ccccc2)cc1 (stereo unspecified)
→ 16, -5
COc1ccc(-c2nnc(NC(=O)C(C)C)s2)c(OC)c1
→ 9, 13
O=C(O)C/C(=C\c1ccc(N2CCOCC2)c([N+](=O)[O-])c1)c1nc2ccccc2s1
→ 5, 0
CCCC(=O)N1CCCC1(C)C(=O)Nc1ccc2cn[nH]c2c1 (stereo unspecified)
→ 2, -1
CC1CCN(c2ccc(C(=O)NCc3ccc4c(c3)OCO4)cc2[N+](=O)[O-])CC1
→ -8, 4
O=C1CC(c2ccc(S(=O)(=O)NC3CC3)cc2)CN1 (stereo unspecified)
→ -3, 2
CC(C)(C)NS(=O)(=O)c1cc(C(=O)O)ccc1Cl
→ 1, -20
COc1ccc([C@H]2C[C@@H](O)[C@H](n3cc(COC(=O)c4ccccc4)nn3)CN2C(=O)c2cccs2)cc1
→ -8, 5
CC(Oc1ccc2c(=O)c(-c3ccc(Cl)cc3)c(C(F)(F)F)oc2c1)C(=O)O (stereo unspecified)
→ 3, -26
Cc1cccc(C)c1NC(=O)c1ccc(CN2CCc3ccccc3C2)cc1
→ 4, -6
Fc1ccc(-c2cc(C(F)(F)F)nc(NCC3CCCO3)n2)cc1 (stereo unspecified)
→ 2, -12
COCCNC(=O)CCSc1nc(-c2ccc(OC)cc2)cc(C(F)(F)F)n1
→ -4, 14
O=C(c1nc2ncccn2n1)N1CCN(c2ccccc2)CC1
→ 5, 6
c1ccc(CNc2nc(NCCOc3ccccc3)c3sccc3n2)cc1
→ 15, -18
Cc1ccc(C)c(S(=O)(=O)N2C(=S)NC(=O)C2C(C)C)c1 (stereo unspecified)
→ 2, 12
O=C(O)c1cc(NC(=O)c2ccc3c(c2)C(=O)N(Cc2cccnc2)C3=O)cc(C(=O)O)c1
→ -2, 7
CS(=O)(=O)Nc1ccc(C(=O)CSc2nnc(C3CC3)n2C2CC2)cc1
→ 8, -21
O=C1Nc2ncccc2OC1CCO (stereo unspecified)
→ -13, 4
O=C(COC(=O)Cc1ccc(S(=O)(=O)N2CCCCC2)s1)Nc1ccc2c(c1)OCO2
→ -12, 2
O=C(COc1cccc2c1CCN(Cc1ccc(Cl)cc1)C2=O)N1CCOCC1
→ 3, 0
Cc1ccc(NC(=O)Cn2nnc(C(=O)NCc3cccs3)c2N)cc1
→ -4, 5
CCCc1cc(=O)[nH]c(SCC(=O)c2c(N)n(CC(C)C)c(=O)n(C)c2=O)n1
→ -6, 22
O=C(NCCN1CCOCC1)c1cn(-c2ccccc2)nc1-c1cccs1
→ -4, 4
COc1ccc2c(c1)OC[C@H]1[C@@H]2N2C(=O)[C@@H](C)NC(=O)[C@@]2(C)[C@H]1c1ccccc1
→ 1, 11
CC1CCCN(C(=O)C2CCN(S(=O)(=O)c3ccccc3)CC2)C1 (stereo unspecified)
→ 6, 8
CC(C)CCNC(=O)CN(C(=O)CCC(=O)Nc1ccccn1)c1ccc2c(c1)OCO2
→ -4, 3
CC(C)CCNC(=O)c1onc(CSc2ccc(F)c(F)c2)c1C(=O)NCCC(C)C
→ 15, -11
Cc1ccc([N+](=O)[O-])cc1S(=O)(=O)Nc1ccc(OCC(=O)N2CCOCC2)cc1
→ 1, 5
O=C(O)CC/C(=N/NC(=O)CNC(=O)C(c1ccccc1)c1ccccc1)c1ccccc1
→ 6, -14
Cc1ccc(C)c(S(=O)(=O)N2CCCOC2CNC(=O)C(=O)NCc2ccc3c(c2)OCO3)c1 (stereo unspecified)
→ -1, 47
COc1cccc2cc(C(C)N(CCCN3CCOCC3)C(=S)Nc3cccc(C)c3)oc12 (stereo unspecified)
→ 4, -10
CCCCC(=O)NC1(C(F)(F)F)C(=O)Nc2c1c(=O)n(C)c(=O)n2C (stereo unspecified)
→ 7, -5
CC(=O)Nc1ccc(NC(=O)C(C)OC(=O)C2CCC2)cc1 (stereo unspecified)
→ 4, -7
Cc1ccc(SCC(=O)OCC(=O)NC(C)c2ccc(F)cc2)cc1 (stereo unspecified)
→ 1, 4
COc1ccc(C)cc1NC(=O)CCS(=O)(=O)c1cccc2nonc12
→ 4, -7
Cc1cc(C)c2sc(N(CCCN(C)C)C(=O)c3ccc(S(=O)(=O)N(C)C4CCCCC4)cc3)nc2c1
→ 7, 28
Cc1cccc(NC(=O)c2ccc([N+](=O)[O-])o2)c1
→ -58, 81

# (cont.)
# Order of results – TAG inh DAPI viability, TAG inh
CC(C)(C)OC(=O)C[C@@H]1C/C=C\C[C@H](CC(=O)N[C@H](CO)Cc2ccccc2)C(=O)N2CCC[C@H]2COC1=O
→ -3, -8
CN(C(=O)c1ccc2c(c1)OCO2)C1(C(=O)NC2CCCCC2)CCCCC1
→ -10, 5
COc1cc(Cl)c(NC2=CC(=O)C(=O)c3ccccc32)c(OC)c1
→ -19, 35
O=C(Nc1ccnn1C1CCN(Cc2ccccc2)CC1)C1CCCC1
→ 1, 2
Cn1cccc1/C=C1\SC(=S)N(Nc2ccccc2)C1=O
→ 3, -5
COc1cc2c(c(OC)c1OC)C(=O)CO2
→ 4, -2
Cc1ccccc1S(=O)(=O)NCc1ccc(N2CCN(C)CC2)cc1
→ -1, -3
CCCCOc1ccc(C(=O)NCC(=O)NNC(=O)C2COc3ccccc3O2)cc1 (stereo unspecified)
→ 1, -7
CCCCn1c(N)c(N(CCOC)C(=O)c2ccc(S(=O)(=O)N(CC)c3ccccc3)cc2)c(=O)[nH]c1=O
→ -1, -1
COc1ccccc1NC(=O)c1cccnc1
→ -13, 4
O=C(COc1ccc(Br)cc1)Nc1ccc(N2CCOCC2)cc1N1CCOCC1
→ -8, -26
COCC(C)NC(=O)CCS(=O)(=O)c1nc(-c2ccc(OC)cc2)cc(C(F)(F)F)n1 (stereo unspecified)
→ -3, 19
CCCc1nnc(SCC(=O)N2CCCC(C)C2)n1CCOC (stereo unspecified)
→ 10, -1
Cc1ccccc1C(=O)Nc1ccc(Br)c(C)n1
→ -11, 5
C=C[C@@H]1c2c(F)cccc2N(S(=O)(=O)c2ccc(C)cc2)[C@H](c2ccc(OC(C)=O)cc2)C1(C#N)C#N
→ -4, 2
COc1ccc([C@H]2CC(=O)C=C(c3ccc(Cl)c(F)c3)C2)cc1
→ -6, 2
CC(C)N(CCc1ccncc1)C(=O)Nc1ccc(Cl)c(Cl)c1
→ 3, -10
Cn1nc(C(=O)NNC(=O)c2ccc(Cl)cc2)ccc1=O
→ 2, 8
O=C(O)C1CCCN1C(=O)C1CCN(S(=O)(=O)c2cccc(C(F)(F)F)c2)CC1 (stereo unspecified)
→ -4, 13
CN1CCN(C(=O)C2=C[C@@H](C3CC3)C[C@@H](OCc3ccc(CO)cc3)O2)CC1
→ 4, 0

# Grouped by structure, the entries above containing an aryl thioether with sulfur outside any ring.
# Order of results – TAG inh DAPI viability, TAG inh
CCSc1nnc(Cc2cc(=O)[nH]c(=O)[nH]2)n1-c1cccc(C)c1
→ -7, -3
O=C(CSc1nc(C(F)(F)F)cc(=O)[nH]1)N1CCCCCC1
→ -3, -25
COc1cccc(C(=O)CSc2nnc(CNS(C)(=O)=O)n2-c2ccc(C)cc2)c1
→ 3, -2
COCCNC(=O)CCSc1nc(-c2ccc(OC)cc2)cc(C(F)(F)F)n1
→ -4, 14
CS(=O)(=O)Nc1ccc(C(=O)CSc2nnc(C3CC3)n2C2CC2)cc1
→ 8, -21
CCCc1cc(=O)[nH]c(SCC(=O)c2c(N)n(CC(C)C)c(=O)n(C)c2=O)n1
→ -6, 22
CC(C)CCNC(=O)c1onc(CSc2ccc(F)c(F)c2)c1C(=O)NCCC(C)C
→ 15, -11
Cc1ccc(SCC(=O)OCC(=O)NC(C)c2ccc(F)cc2)cc1 (stereo unspecified)
→ 1, 4
CCCc1nnc(SCC(=O)N2CCCC(C)C2)n1CCOC (stereo unspecified)
→ 10, -1

# The results go on:
# Order of results – TAG inh DAPI viability, TAG inh
CCN(CC)C(=O)Cn1cc(S(=O)(=O)CC(=O)Nc2ccc(OC)c(OC)c2)c2ccccc21
→ 2, 14
COc1ccc(C(=O)COC(=O)C2CCN(c3ccc(C(F)(F)F)cn3)CC2)c(OC)c1
→ 2, -23
CCCCNC(=O)c1ccc2c(c1)N(CC)C(=O)c1ccccc1S2(=O)=O
→ 3, -14
COC(=O)[C@@H]1C[C@@]2(O)[C@H](O)[C@H](O)[C@H](O)C[C@H]2N1CC(c1ccccc1)c1ccccc1
→ 0, -4
Oc1ccccc1-c1cc(-c2ccccc2)no1
→ -2, -15
CN(C)CCN(C(=O)c1cccc(N2C(=O)CCC2=O)c1)c1nc2ccc(Br)cc2s1
→ -5, 32
c1ccc(CN(Cc2ccccc2)Cc2nnc(-c3cc4ccccc4[nH]3)s2)cc1
→ 97, -12
COc1ccc2c(c1)[nH]c1c(N3CCSCC3)ncnc12
→ -1, -10
COC(=O)CNC(=O)C(Cc1ccccc1)NS(=O)(=O)c1ccc2c(c1)c(=O)n(C)c(=O)n2C (stereo unspecified)
→ -5, 26
Fc1ccccc1-c1nnc2n1N=C(c1ccc(OC(F)F)c(OCC3CC3)c1)CS2
→ -15, 22
CCOc1cc(C(=O)OCc2ccc(OC)cc2)ccc1OCC(=O)N1CCOCC1
→ -5, 20
Cc1ccsc1C(=O)NNC(=O)C1CC=CCC1C(=O)O (stereo unspecified)
→ 3, 4
CCC(C)N(C(=O)CSc1ncnc2c1cnn2-c1ccccc1)C1CCS(=O)(=O)C1 (stereo unspecified)
→ -1, 1
Cc1c(C(=O)N2CCCC2)oc2ccc(Br)cc12
→ 1, 6
CCN(CC(=O)Nc1ccc(OC)cc1)C(=O)COc1cccc2c1OC(C)(C)C2
→ 5, 8
Cc1ccc(S(=O)(=O)CCC(=O)OCC(=O)N(C)C2CCS(=O)(=O)C2)cc1 (stereo unspecified)
→ 3, 4
Cc1cccc(NC(=O)C(C)OC(=O)CNC(=O)C2CCCCC2)c1 (stereo unspecified)
→ -4, 6
CC1CCN(C(=O)CSc2nc3ccccc3c(=O)[nH]2)CC1
→ 1, 7
CCN(CC)C(=O)CSc1ncccc1-c1nc2ccccc2[nH]1
→ -1, -2
C[C@H]1CN([C@@H](C)CO)C(=O)CCCn2nncc2CO[C@@H]1CN(C)Cc1ccc(C(=O)O)cc1
→ 7, -5
O=c1[nH]c(CN2CCN(S(=O)(=O)c3ccc4ccccc4c3)CC2)nc2ccccc12
→ 0, -7
NC(=O)C1CCN(CC(=O)Nc2ccccn2)CC1
→ -17, 11
Cc1ccc(N2CC(NC(=O)N3CCN(C(=O)c4ccco4)CC3)CC2=O)cc1 (stereo unspecified)
→ 3, 5
CC(=O)Nc1ccc(S(=O)(=O)N2CCN(CCc3ccccc3)CC2)cc1
→ -8, 4
O=C(COC(=O)C1CCN(S(=O)(=O)c2cccs2)CC1)Nc1ccccc1
→ -2, 7
COc1ccc(C(CNC(=O)c2cccc(N(C)C)c2)N2CCCC2)cc1 (stereo unspecified)
→ 6, 12
CCOC(=O)c1c(C)nc2c3ccccc3ccn12
→ -6, -20
O=S(=O)(c1ccccc1)c1nc(-c2ccccc2)oc1N1CCCC1
→ 8, 2
COc1ccc(CNC(=O)c2ccc(S(=O)(=O)N3CC(C)CC(C)C3)cc2)cc1OC (stereo unspecified)
→ 3, 11
CC[C@]12c3[nH]c4cc(-c5ccco5)ccc4c3CCN1C(=O)[C@@H](CC(=O)NCCN1CCOCC1)C[C@@H]2C(=O)N1CCN(C(=O)C2CC2)CC1
→ 9, -1
O=C(NCCN1CCN(C(=O)c2cccs2)CC1)C(=O)Nc1ccc(Br)cc1
→ -11, 5
O=[N+]([O-])c1ccc2c(c1)C(=NO)c1cc(F)ccc1-2
→ 2, -1

# Compound activity from PubChem.

# The list is partial, so the mix of outcomes need not match the whole.
